MITF TRPM1 inh: inhibitors of MITF-driven TRPM1 promoter in melanoma cells; SK-MEL-5 TRPM1 promoter luciferase, 24 h; inhibition, % at 12.5 µM; 330,000 compounds, 0.83% hits; AID 488899;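 active = mean inhibition across replicates of 60% or more, whatever share of single replicates reaches that level; inconclusive = some that reach 60%, reason not given; inactive = mean inhibition across replicates below 60%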; note: values of inactives mirror those of a sister screen read the other way
Peg3 promoter: Peg3 promoter activity inhibition | HeLa PEG-Prom luciferase reporter, luminescence, overnight | 360,000 compounds, 1.7% hits | inhibition, % at 20 µM;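 active = inhibition of at least 50% at 20 µM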
aDG glyco up: alpha-DG glycosylation activation | Pro5-aDG cells, alpha-DG glycosylation AlphaScreen (IIH6); 0% Pro5, 100% B10-LARGE cell signal | activation, % at 10 µM | 360,000 compounds, 0.22% hits;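 active = activation of at least 8% versus controls, or a plate z-score of at least 8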;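 note: Pro5 are CHO cells carrying HIG-tagged alpha-DG that lacks glycosylation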
CaV13 FRET inh: Disruptors of the CACNA1D IQ motif to Ca2+-dependent inactivation inhibitor domain association, primary screening, Förster resonance energy transfer in intact living …. HEK cells, CFP/YFP FRET ICDI-IQ, plate reader, 10 min; percent FRET-ratio fall versus neutral wells. inhibition, % at 12.3 µM. 340,000 compounds, 0.098% hits;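 active = mean replicate inhibition of at least 30% and at least 1% of replicates passing that level; inconclusive = only one of the two criteria is met; inactive = neither criterion is met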;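 note: 0% = median of the neutral control wells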
iPSC survival up: increases survival of single human iPS cells; hiPSC single-cell survival, ATPlite luminescence; 100% = ROCK inhibitor wells, 0% = DMSO; survival enhancement, % at 20 µM; 360,000 compounds, 0.044% hits; AID 602274; in the data active = survival enhancement above about 18%;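 note: cells exposed to compounds for 16 hours before the ATP read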
NR2E3 ag-1: agonists of human nuclear receptor NR2E3. Q9Y5X4. GST-NR2E3/biotin-RetCOR TR-FRET, 1536-well. inhibition of corepressor binding, % at 4.78 µM. 320,000 compounds, 0.12% hits. AID 2300;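 active = percent inhibition above the cutoff of mean plus 3 SD of all tested compounds, set per screening campaign, cut at about 20% in these data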;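 note: 0% = DMSO wells and 100% = biotin wells as full block of FRET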
Target sequence (Q9Y5X4 whole entry, looked up): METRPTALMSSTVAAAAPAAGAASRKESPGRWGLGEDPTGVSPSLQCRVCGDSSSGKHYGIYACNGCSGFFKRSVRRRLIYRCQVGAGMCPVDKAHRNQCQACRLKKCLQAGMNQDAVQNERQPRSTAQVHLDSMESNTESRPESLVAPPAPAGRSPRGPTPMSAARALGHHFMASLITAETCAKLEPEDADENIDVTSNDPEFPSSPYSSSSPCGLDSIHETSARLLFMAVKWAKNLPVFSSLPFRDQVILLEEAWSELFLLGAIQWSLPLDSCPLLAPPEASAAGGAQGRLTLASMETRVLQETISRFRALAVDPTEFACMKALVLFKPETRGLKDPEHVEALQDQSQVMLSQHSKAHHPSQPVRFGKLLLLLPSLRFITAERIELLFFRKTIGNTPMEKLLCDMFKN
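Test system – NR2E3–RetCOR corepressor complex · Quantity – NR2E3 fusion 1.35 nM · Buffer or medium – Tris pH 7.5 · Incubation – Compound–protein incubation for 5 h at 4 °C · Technique – TR-FRET, Eu(K)-anti-GST donor, streptavidin-D2 acceptor, ex 340, em 617/671 nm · Evaluation – percent inhibition of 671/617 nm emission ratio versus biotin and DMSO controls · Plate – 1536-well format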
HIF-2a inh: inhibitors of HIF-2a. 786-0 RCC cells HIF-2a reporter, luciferase luminescence, overnight. inhibition, % at 18.8 µM. 360,000 compounds, 0.72% hits. AID 624352;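 active = inhibition of the luminescence signal of 40% or more relative to plate controls, in a single-dose primary screen at 18.75 µM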
NR2E3 ag-2: human photoreceptor-specific nuclear receptor agonism. inhibition of corepressor binding, % at 3.98 µM. 360,000 compounds, 0.35% hits. CHO-S Gal4-NCOR/VP16-NR2E3 two-hybrid, luciferase. AID 602229;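 active = inhibition above the mean of all tested compounds plus 3 SD, cut at about 70% in these data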;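 note: 0% = DMSO with NR2E3 transfected cells and 100% = cells lacking NR2E3 construct; higher means lower luciferase signal from less NR2E3 corepressor binding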
Vif imaging: inhibitors of HIV Vif | HEK293T cells, Vif self-association by quenched fluorescence, imaging, 24 h | inhibition, % at 7.49 µM | 340,000 compounds, 0.35% hits; in the data active = inhibition above about 50%, passing the limit was not always enough; inconclusive = no clear call, values can overlap the other calls; inactive = below about 31%; note: some results filed as inactive read as strong as hits
Exocytosis inh: lytic granule exocytosis inhibition; TALL-104 LAMP-1 surface exposure, flow cytometry; cells stimulated with thapsigargin and PMA; inhibition, % at 10 µM; 360,000 compounds, 0.66% hits; AID 651702;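 active = inhibition above about 55%, limit read from the data; inconclusive = no clear call, values can overlap the other calls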
PDI inh: PDI (human) enzyme inhibition | PDI insulin aggregation turbidity, A650, 90 min | inhibition, % at 10 µM | 350,000 compounds, 0.052% hits | P07237 | AID 588391;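 active = mean inhibition across replicates of 30% or more, whatever share of single replicates reach that level; inconclusive = mean inhibition below 30% while every single replicate reaches 30%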;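 note: absorbance from insulin aggregation driven by PDI reduction with DTT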
Target sequence (P07237 whole entry, looked up): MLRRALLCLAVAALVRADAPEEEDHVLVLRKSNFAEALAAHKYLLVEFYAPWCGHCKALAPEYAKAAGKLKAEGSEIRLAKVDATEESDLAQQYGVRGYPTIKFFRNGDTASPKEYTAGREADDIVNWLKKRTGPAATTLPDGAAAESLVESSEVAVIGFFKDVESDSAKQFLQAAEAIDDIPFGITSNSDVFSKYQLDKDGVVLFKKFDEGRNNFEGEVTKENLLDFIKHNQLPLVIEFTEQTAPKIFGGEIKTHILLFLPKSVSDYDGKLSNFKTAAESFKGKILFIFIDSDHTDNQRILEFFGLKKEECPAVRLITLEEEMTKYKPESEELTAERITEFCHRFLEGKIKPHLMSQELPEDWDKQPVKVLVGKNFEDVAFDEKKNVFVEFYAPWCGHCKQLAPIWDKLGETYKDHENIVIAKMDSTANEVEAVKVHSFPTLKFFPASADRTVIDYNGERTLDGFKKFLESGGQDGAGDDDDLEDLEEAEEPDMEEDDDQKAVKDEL
* marks the source's active call; other numbers are inactive results; ? = inconclusive; . = not tested or not shown.

SMILES	MITF TRPM1 inh	Peg3 promoter	aDG glyco up	CaV13 FRET inh	iPSC survival up	NR2E3 ag-1	HIF-2a inh	NR2E3 ag-2	Vif imaging	Exocytosis inh	PDI inh
CCn1c2ccccc2c2cc(NC(=S)N3CCOCC3)ccc21	17	-23	-0.2	-7	-3.5	0	-81	-36	2	-1	-4
Cc1nccn1-c1ccc(NC(=O)[C@H]2O[C@@H](n3cnc4c(N)ncnc43)[C@H](O)[C@@H]2O)cc1	.	8	0.4	.	1.4	.	2	-26	15	-1	.
CCN1CCN(CCCN(Cc2ccco2)C(=S)Nc2ccc(Cl)c(C)c2)CC1	9	-11	0.0	-3	0.3	3	15	3	5	2	-2
COc1ccc(NC(=O)c2ccccn2)cc1	7	-1	0.4	.	-4.3	-4	31	-126	13	-1	-6
CCOC(=O)C1(Cc2ccccc2C)CCCN(C(=O)CCc2cccnc2)C1 (stereo unspecified)	-40	-57	0.4	5	-1.5	-2	-102	-41	-3	0	2
Cc1ccccc1S(=O)(=O)Cc1ccc(C(=O)NC2CC2)o1	-13	11	-0.2	-7	0.5	0	6	-9	-4	0	1
COc1ccc(-c2cc(C(=O)OCC(=O)N3CCCCC3)c3ccccc3n2)cc1OC	-5	-5	-0.3	-5	-0.9	.	-210	-18	-13	-11	12
CCOc1ccccc1OCCN1CCC(Cc2ccccc2)CC1	3	-8	0.0	-3	-2.8	1	15	-24	-11	4	-1
CCNC(=S)/C(=C(/[O-])c1ccc([N+](=O)[O-])cc1)[n+]1ccccc1	-16	-1	0.0	-2	7.4	3	-6	-15	-4	1	1
CCOC(=O)C1=C(CSc2nc3ccccc3s2)NC(=O)NC1c1cc(C)ccc1C (stereo unspecified)	5	30	0.6	-8	-0.3	0	-7	6	-5	0	-8
Cc1nn(-c2ccccc2)c2sc(C(=O)NC3CCCCC3)cc12	1	29	0.3	-7	-0.7	-3	0	-31	16	4	1
Cc1ccc([C@H]2C[C@@H](O)[C@H](n3cc(-c4ccc(F)cc4)nn3)CN2C(=O)c2cccs2)cc1	.	5	-0.3	-8	1.2	.	2	-4	1	5	-16
Cc1ccc(/C(O)=C2/C(=O)C(=O)N(CCCn3ccnc3)C2c2cccnc2)cc1 (stereo unspecified)	2	-3	-0.1	-14	-0.1	.	6	-6	-5	0	-5
Cc1ccc(C)c(C(=O)CSc2n[nH]c(-c3ccncc3)n2)c1	5	-4	0.4	-5	3.9	2	16	-16	2	-1	-7
COc1ccc(OC)c(S(=O)(=O)N2CCCC(C)C2)c1 (stereo unspecified)	0	21	0.1	-4	1.9	-2	23	-1	4	0	-2
Cc1ccc(NC(=O)C2CCC(N3C(=O)C4CCCCC4C3=O)CC2)cc1 (stereo unspecified)	5	-15	0.0	-7	1.4	3	-8	-1	?	-8	-2
COc1cc(NC(=O)c2cc(-c3ccccc3)nc3c2cnn3C(C)C)cc(OC)c1OC	8	47	1.5	.	-0.3	.	9	-15	6	-3	-3
Cc1ccc(S(=O)(=O)NCCC(=O)NCCN2CCCCCC2)cc1	10	1	-0.2	-12	-2.0	2	8	-9	0	-2	-9
CC(C)(C)c1ccc(S(=O)(=O)Nc2cccc(C3OCCCO3)c2)cc1	9	11	0.7	-3	1.8	1	10	42	-5	5	23
CCOC(=O)C1CNc2cc(S(=O)(=O)CC)ccc2O1 (stereo unspecified)	-3	-8	0.0	-5	0.7	-1	19	14	5	4	1
CCn1nc(C)cc1C(=O)N1CCCC(C(=O)c2ccc3ccccc3c2)C1 (stereo unspecified)	-1	18	0.3	-5	-0.4	-1	2	3	1	0	1
CCOc1ccc(NS(=O)(=O)c2ccc(C(=O)N3CCN(c4ncccn4)CC3)cc2)cc1	19	13	5.7	-1	-0.6	6	6	29	0	1	-5
NS(=O)(=O)c1ccc(NC(=O)c2cc(Cl)ccc2Cl)cc1	6	-28	-0.3	-6	-2.2	0	5	-13	-4	-2	-4
CC(=O)Nc1nnc(CCS(=O)(=O)c2ccc(C)c(C)c2)s1	7	7	-0.5	-3	-0.9	0	4	16	3	-6	0
Cn1c(N)nc(N)c(NC=O)c1=O	.	-2	0.0	-5	1.4	.	5	11	13	-4	.
CCOC(=O)c1c(NC(=O)Cc2cccs2)sc(C(=O)NC2CCCC2)c1C	4	27	-0.1	-3	10	0	10	-17	.	1	-5
COc1ccc(N(CCC#N)C(=O)/C(C#N)=C\c2cccs2)cc1	0	4	-0.2	-2	-0.8	2	2	11	-23	-4	4
COc1ccc(N2C(=O)[C@H]3[C@@H](C2=O)C2c4ccccc4C=NN2[C@H]3C(=O)C(C)(C)C)cc1 (stereo partly specified)	0	-3	0.2	-5	-0.6	-1	8	-1	-2	1	-1
COc1cccc(S(=O)(=O)NCc2ccc(C(=O)Nc3ccc(C)cc3)cc2)c1	2	18	0.6	-5	0.5	2	12	-9	-11	2	6
COc1cc(C(=O)NCC2CCCO2)ccc1OCc1ccccc1Cl (stereo unspecified)	-15	10	-0.5	-5	0.5	-3	-41	12	-6	51	4
COC(=O)C1CCN(CC(=O)Nc2ccccc2Sc2ccccc2)CC1	-6	-4	2.3	-18	-0.8	1	10	-23	-8	1	-8
C=CCOc1c(Br)cc(/C=N/n2c(CC)n[nH]c2=S)cc1Br	16	19	0.0	-5	14	-2	17	5	1	0	6
O=C(NCc1ccc(Cl)cc1)C1CCN(c2nnc(N3CCCC3=O)s2)CC1	.	4	0.2	-6	-0.2	5	2	-17	0	6	.
COc1ccc(NC(=O)Nc2ccc3c(c2)C(=O)N([C@H](C)CO)C[C@H](C)[C@@H](CN(C)C(=O)Nc2ccc4c(c2)OCO4)O3)cc1	-5	-23	0.2	16	-2.5	.	10	-10	1	36	9
O=C(CN1C(=O)COc2ccc(S(=O)(=O)N3CCCCCC3)cc21)NCc1ccc(F)cc1	8	16	0.2	-11	-0.6	-1	22	-63	-2	1	.
Cc1ccsc1C(=O)N1CCC1(C)C(=O)NCCC#N (stereo unspecified)	.	4	-0.1	-5	-3.1	.	7	-11	8	-3	-6
COc1ccc(Cl)cc1Cn1c(C)c(C(=O)NCc2ccc(F)cc2)sc1=O	.	10	0.1	-5	3.1	.	0	49	-3	2	11
Cn1c(NC(=O)c2ccc(F)cc2)c(-c2ccccn2)c(=O)c2ccccc21	.	11	-0.1	-5	0.0	2	12	-9	2	1	-10
CC(=O)c1ccc(NC(=S)NC(=O)/C=C/c2ccco2)cc1	-33	-69	0.0	-22	1.9	0	-128	-40	-4	1	-8
COc1ccc(CNC(=O)c2ccccc2[N+](=O)[O-])cc1	-9	-6	-0.1	-8	-1.6	3	-41	-28	8	1	0
COc1ccccc1-n1nc(C)cc1N	1	6	-0.3	-7	-0.1	0	16	-19	27	-3	-4
Cc1c(C#N)c2ncn(Cc3ccccn3)c(=O)c2n1-c1ccccc1	3	13	0.5	-6	6.0	-1	15	11	-1	-3	-15
NC(=O)C1(c2ccccc2)CCOCC1	-3	7	0.2	.	1.4	1	15	-21	-2	-1	-1
C=CCN(C(=O)CN1CCOCC1)c1nc(C)c(-c2ccccc2)s1	-6	14	-0.2	.	-5.7	-3	-41	-7	-39	10	-4
COc1ccc(C2=NN(c3ccccc3)C(c3cccs3)C2)cc1 (stereo unspecified)	-15	-100	1.0	-7	-1.7	-1	-191	-25	-20	2	-8

Part of the list above in a different format.
SMILES | MITF TRPM1 inh | Peg3 promoter | aDG glyco up | CaV13 FRET inh | iPSC survival up | NR2E3 ag-1 | HIF-2a inh | NR2E3 ag-2 | Vif imaging | Exocytosis inh | PDI inh
C=CCOc1c(Br)cc(/C=N/n2c(CC)n[nH]c2=S)cc1Br | 16 | 19 | 0.0 | -5 | 14 | -2 | 17 | 5 | 1 | 0 | 6
O=C(NCc1ccc(Cl)cc1)C1CCN(c2nnc(N3CCCC3=O)s2)CC1 | . | 4 | 0.2 | -6 | -0.2 | 5 | 2 | -17 | 0 | 6 | .
COc1ccc(NC(=O)Nc2ccc3c(c2)C(=O)N([C@H](C)CO)C[C@H](C)[C@@H](CN(C)C(=O)Nc2ccc4c(c2)OCO4)O3)cc1 | -5 | -23 | 0.2 | 16 | -2.5 | . | 10 | -10 | 1 | 36 | 9
O=C(CN1C(=O)COc2ccc(S(=O)(=O)N3CCCCCC3)cc21)NCc1ccc(F)cc1 | 8 | 16 | 0.2 | -11 | -0.6 | -1 | 22 | -63 | -2 | 1 | .
Cc1ccsc1C(=O)N1CCC1(C)C(=O)NCCC#N (stereo unspecified) | . | 4 | -0.1 | -5 | -3.1 | . | 7 | -11 | 8 | -3 | -6

Remaining list, next part.
SMILES	MITF TRPM1 inh	Peg3 promoter	aDG glyco up	CaV13 FRET inh	iPSC survival up	NR2E3 ag-1	HIF-2a inh	NR2E3 ag-2	Vif imaging	Exocytosis inh	PDI inh
O=C(CN1C(=O)c2ccccc2S1(=O)=O)NCc1ccccn1	2	3	0.1	-5	-2.4	2	-19	-6	5	1	-1
Cc1ccc(OCCNC(=O)c2ccc3c(c2)OCO3)cc1	-25	-189	0.2	-3	0.3	0	-199	-124	2	0	0
COc1nc(NC(C)C)nc(N(C#N)CN2C(=O)c3ccccc3S2(=O)=O)n1	13	23	0.0	-2	-0.2	-2	16	-2	-5	3	7
COc1ccc(OC)c(CNS(=O)(=O)c2cn(C)cn2)c1	5	12	-0.1	-3	-0.3	-1	2	1	-4	1	0
Cc1cccc(-c2ccc3[nH]c4c(c3c2)CCN2C[C@@H]([C@H](C)O)[C@@H](N(C)C(=O)Nc3ccc(F)cc3)C[C@@H]42)c1	.	100*	0.8	-7	-2.2	.	2	-8	4	16	17
CCn1c(O)c(N=NC(=O)c2cccnc2)c2cc(Br)ccc21	4	24	0.1	-1	0.5	-1	15	-8	3	-2	0
Cc1cc(OCC(=O)Nn2cnnc2)c(C)cc1Br	-4	6	-0.1	.	-1.0	2	8	1	-3	-3	-2

Looked up by compound from above, 2 records:
SMILES	MITF TRPM1 inh	Peg3 promoter	aDG glyco up	CaV13 FRET inh	iPSC survival up	NR2E3 ag-1	HIF-2a inh	NR2E3 ag-2	Vif imaging	Exocytosis inh	PDI inh
Cc1cc(OCC(=O)Nn2cnnc2)c(C)cc1Br	-4	6	-0.1	.	-1.0	2	8	1	-3	-3	-2
Cc1ccc(OCCNC(=O)c2ccc3c(c2)OCO3)cc1	-25	-189	0.2	-3	0.3	0	-199	-124	2	0	0

The order is random, and some 3.5% of all compounds hit somewhere here.
